Screening data (PubChem BioAssay)
MmCpn inh = M. maripaludis TRiC chaperonin inhibition | purified Mm-Cpn ATPase, ADP Transcreener TR-FRET | hit rate 0.031% among 330,000 | Potency, µM (titrated, usually from 76.9 µM), without a hit: top-dose activity, negative = inhibition, hits mostly inhibitors; also: potency is read from the fitted curve at half-maximal effect; % is scaled to controls: 0 for no effect and ±100 for the full control effect; nearly all actives have a fitted effect of over 80% in size
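Measured: ADP formation by purified Mm-CPN. Conditions: 25 nM protein, 10 uM ATP, Tris pH 7.4 with Mg2+, K+ and DTT, 37°C for 30 min. Detection: Transcreener HTRF after 30 min at room temperature.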
HepG2 viability = HepG2 cytotoxicity, counter-screen for TGF-b inhibitors | HepG2 CAGA-GFP viability, ATP luminescence, 18 h | Potency, µM (series often up to 46.1 µM), for the others: top-dose activity change, negative = cytotoxicity, most hits filed as cytotoxic | hit rate 0.76% among 410,000 | AID 588856; also: potency is read from the fitted curve at half-maximal effect; some results filed as inactive show a strong effect at the top dose
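HepG2 CAGA-GFP cells (1000/well, DMEM with 1% FBS) received compound, then TGF-beta at 500 pg/mL final, and were incubated 18 hours at 37 degrees C. Viability was read by CellTiter-Glo luminescence. Media-only wells were set as complete cell-killing and DMSO as no toxicity.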
Nrf2 ARE act = activators of Nrf2 (ARE) signaling. AID 624171. Potency, µM (titrated, usually from 46.1 µM), for inactives: at the highest dose activation, usual class: activators. AREc32 ARE-luciferase reporter (MCF7-derived line), luminescence, 24 h. hit rate 0.31% among 410,000; also: potency is read from the fitted curve at half-maximal effect; % of control where 0% means no effect; nearly all actives have a fitted effect of over 65% in size
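ARE activation measured as luciferase luminescence (Steady-Glo, 30 min RT) in AREc32_Fluc cells after 24 hr compound exposure at 37 deg C, 5% CO2; cells seeded overnight at 1000/well in OPTI-MEM, 5% FBS.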
pAkt inh = blocks phosphorylation of Akt; Neuro2A IGF-stimulated pAkt S473 HTRF, 20 min; stronger effect = lower value; activity change, % for hits at 50 µM; hit rate 0.32% among 360,000; in the data active = activity change below about -80%; inconclusive = mostly about -51% to -80%; also: % is scaled to controls: 0 for no effect and ±100 for the full control effect
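Single-point screen (50 µM final compound) in Neuro2A cells stimulated 20 min with 6 nM IGF at 37 deg C. After lysis, Ser473-phosphorylated Akt read by HTRF (ex 330 nm, em 615/665 nm) as the 665/615 ratio.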
TGFb SMAD3 inh = inhibitors of TGF-b signaling. HepG2 CAGA-GFP TGF-b/SMAD3 reporter, GFP fluorescence, 18 h; TGF-beta stimulated, 500 pg/mL final. Potency, µM (series often up to 46.1 µM), for the others: top-dose activity, negative = inhibition, most hits filed as inhibitors. hit rate 1.2% among 410,000; also: potency is read from the fitted curve at half-maximal effect; % is scaled to controls: 0 for no effect and ±100 for the full control effect; nearly all actives have a fitted effect of over 65% in size
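Cell-based qHTS in HEPG2 carrying a CAGA-GFP Smad reporter; compounds added before 500 pg/mL final TGF-beta, 18 h incubation at 37 degrees C, GFP fluorescence quantified per cell by imaging cytometry.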
CCT modulator = cytosolic chaperonin activity modulation; purified chaperonin ATPase assay, HTRF ADP detection, 30 min; activity change, % (no concentration beside the values), hits read low; hit rate 0.3% among 360,000; AID 651819; in the data active = activity change below about -30%; also: % is scaled to controls: 0 for no effect and ±100 for the full control effect
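TRiC at 40 or 20 nM final (batch-dependent) in 30 mM Tris pH 7.4, 100 mM KCl, 5 mM MgCl2, 1 mM DTT, with compound at single 76 uM and 10 uM ATP, 30 min at 37 deg C. ADP detected by HTRF Transcreener, 665/615 ratio.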
ATXN viability = cell viability loss in ATXN counter-screen | hit rate 0.49% among 400,000 | Potency, µM (titrated, usually from 56.7 µM), actives largely listed as cytotoxic | S2 cells (HEK-293 line with an ATXN2-luciferase reporter) viability, CellTiter-Fluor protease fluorescence, 24 h | AID 651635; also: potency is read from the fitted curve at half-maximal effect; nearly all actives have a fitted effect of over 40% in size
A549 viability = counter-screen for Nrf2 inhibitors: cytotoxicity in A549 cells; A549 ARE-Fluc cells, CellTiter-Fluor viability, 18-24 h; Potency, µM (titrated, usually from 46 µM), for the others: top-dose activity change, negative = cytotoxicity, usual class: inhibitors; hit rate 0.16% among 390,000; AID 504648; also: potency is read from the fitted curve at half-maximal effect; % is scaled to controls: 0 for no effect and ±100 for the full control effect
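A549 ARE_Fluc cells in 5% FBS OPTI-MEM were exposed to compounds in concentration-response for 18-24 h at 37 deg C. Viability was read by CellTiter-Fluor fluorescence (Ex 405/Em 525) after 30 min, before the luciferase read.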
Nrf2 block = blocks Nrf2 signaling | hit rate 2.1% among 360,000 | AID 504444 | Potency, µM (series often up to 46 µM), without a hit: at the top dose activity change, negative = inhibition, hits mostly inhibitors | A549 ARE-Fluc reporter, luciferase luminescence, 18-24 h; also: potency is read from the fitted curve at half-maximal effect; % is scaled to controls: 0 for no effect and ±100 for the full control effect; nearly all actives have a fitted effect of over 60% in size
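A549 ARE_Fluc cells (5000/well, 5% FBS OPTI-MEM) pre-incubated 2 h, then treated with compounds 18-24 h at 37C/5% CO2 in concentration-response. CellTiter-Fluor viability read first; BugLite luciferase luminescence after 15 min at room temperature gives Nrf2 activity.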
* = called active by the depositor. Unless noted, calls follow the shape of the dose curve; as a rule, active = well fitted curve in the direction sought with a large enough effect; inconclusive = small, poorly fitted or top-dose-only effect, or another doubt; inactive = no such curve, though single readings can be large; an effect the other way counts as inactive or inconclusive.

How did CCn1cc(C(=O)N2CCN(c3ccccn3)CC2)c(=O)c2cc(S(=O)(=O)N(C)C3CCCCC3)ccc21 do in these assays?
MmCpn inh: -4%; HepG2 viability: -10%; Nrf2 ARE act: -0.3%; pAkt inh: inactive; TGFb SMAD3 inh: -15%; CCT modulator: 2.6; ATXN viability: inconclusive; A549 viability: -19%; Nrf2 block: inconclusive

Results for O=C(N/N=C/C(Br)=C/c1ccccc1)c1cc(-c2ccco2)[nH]n1 ?
MmCpn inh: -1%; HepG2 viability: -20%; Nrf2 ARE act: inconclusive; pAkt inh: inactive; TGFb SMAD3 inh: 6%; CCT modulator: 0.8; ATXN viability: inactive; A549 viability: inconclusive; Nrf2 block: 22%

Results for COc1ccccc1NS(=O)(=O)c1ccc(NN=C2CCCC2)c([N+](=O)[O-])c1 ?
MmCpn inh: 0%; HepG2 viability: -2%; Nrf2 ARE act: 0.4%; pAkt inh: inactive; TGFb SMAD3 inh: inconclusive; CCT modulator: -1.9; ATXN viability: inconclusive; A549 viability: -8%; Nrf2 block: inconclusive

How did Cc1ccc2oc(-c3ccc(C)c(NC(=O)c4ccc(-c5ccccc5[N+](=O)[O-])o4)c3)nc2c1 do in these assays?
HepG2 viability: 0%; Nrf2 ARE act: 4.9%; TGFb SMAD3 inh: 1%; ATXN viability: inactive; A549 viability: -6%; Nrf2 block: inconclusive

What do the screens show for `CC(C)OC(=O)c1nnc(Cc2ccc(Cl)cc2)o1`?
MmCpn inh: 2%; HepG2 viability: -32%; Nrf2 ARE act: -1.0%; pAkt inh: inactive; TGFb SMAD3 inh: inconclusive; CCT modulator: -0.2; ATXN viability: inactive; A549 viability: 1%; Nrf2 block: 2%

Results for COC(=O)c1ccccc1NC(=O)CCn1nc(C)c2c(C)n(-c3ccccc3)nc2c1=O ?
HepG2 viability: -33%; Nrf2 ARE act: -1.1%; TGFb SMAD3 inh: -29%; ATXN viability: inactive; A549 viability: 4%; Nrf2 block: 4%

What do the screens show for `CN(C)c1ccc(/C=C2\c3ccccc3C(=O)N2c2ccccc2)cn1`?
HepG2 viability: -44%; Nrf2 ARE act: 5.4%; pAkt inh: inactive; TGFb SMAD3 inh: 1%; CCT modulator: -4.7; ATXN viability: inconclusive

What do the screens show for `Cc1oc(-c2ccc(Cl)cc2)nc1CN1CCCC(C(=O)NCc2ccco2)C1` (stereo unspecified)?
MmCpn inh: 1%; HepG2 viability: -27%; Nrf2 ARE act: 5.5%; pAkt inh: inactive; TGFb SMAD3 inh: -1%; CCT modulator: 1.6; ATXN viability: inconclusive; A549 viability: -1%; Nrf2 block: -21%

Results for COc1ccc(S(=O)(=O)N2CCC(C(=O)NCCc3ccc(OC)c(OC)c3)CC2)cc1 ?
HepG2 viability: -30%; Nrf2 ARE act: 1.2%; pAkt inh: inactive; TGFb SMAD3 inh: 1%; CCT modulator: -0.8; ATXN viability: inactive

What do the screens show for `O=C(CN1CCNCC1)NCCSc1ccc(Cl)cc1`?
MmCpn inh: -1%; HepG2 viability: 3%; Nrf2 ARE act: 2.4%; pAkt inh: inactive; TGFb SMAD3 inh: -2%; CCT modulator: 2.3; ATXN viability: inactive; A549 viability: 7%; Nrf2 block: -4%

Results for O=C(CN1CCN(C(=O)C2CC2)CC1)Nc1ccc(Cl)cc1F ?
MmCpn inh: -2%; HepG2 viability: -14%; Nrf2 ARE act: -0.6%; pAkt inh: inactive; TGFb SMAD3 inh: -2%; CCT modulator: 3.5; ATXN viability: inactive; A549 viability: -1%; Nrf2 block: 4%

How did COc1cc(SC#N)ccc1N=Cc1c(C)[nH]n(-c2cccc3ccccc23)c1=O do in these assays?
MmCpn inh: 3%; HepG2 viability: -2%; Nrf2 ARE act: 8.2%; pAkt inh: inactive; TGFb SMAD3 inh: -14%; CCT modulator: -3.5; ATXN viability: inconclusive; A549 viability: -7%; Nrf2 block: 9%

What do the screens show for `N#Cc1ccsc1NC(=O)c1cccc(-n2cnnn2)c1`?
MmCpn inh: -24%; HepG2 viability: 5%; Nrf2 ARE act: 5.1%; pAkt inh: inactive; TGFb SMAD3 inh: 20%; CCT modulator: -1.0; ATXN viability: inactive; A549 viability: -12%; Nrf2 block: -4%

Results for NC(=O)c1nc2c([nH]c1=O)CCCC2 ?
HepG2 viability: -21%; Nrf2 ARE act: -0.3%; pAkt inh: inactive; TGFb SMAD3 inh: -21%; CCT modulator: 0.2; ATXN viability: inactive

Results for O=C(O)C1CCCN1c1nc(Cl)ccc1[N+](=O)[O-] (stereo unspecified) ?
HepG2 viability: -7%; Nrf2 ARE act: 1.9%; pAkt inh: inactive; TGFb SMAD3 inh: -9%; CCT modulator: 0.9; ATXN viability: inactive

Results for Cc1ccc(NC(=O)CC2S/C(=N/N=C/c3c[nH]c4ccccc34)NC2=O)cc1 (stereo unspecified) ?
MmCpn inh: 0%; HepG2 viability: -1%; Nrf2 ARE act: 3.6%; pAkt inh: inactive; TGFb SMAD3 inh: -18%; CCT modulator: -2.8; ATXN viability: inactive; A549 viability: 11%; Nrf2 block: 6%

How did C=CCn1c(C)cc(-c2csc(NC)n2)c1C do in these assays?
MmCpn inh: -1%; HepG2 viability: 0%; Nrf2 ARE act: 0.0%; pAkt inh: inactive; TGFb SMAD3 inh: -7%; CCT modulator: 2.1; ATXN viability: inconclusive; A549 viability: -23%; Nrf2 block: inconclusive

What do the screens show for `COc1ccc(N(C(C)=O)S(=O)(=O)c2cccs2)cc1`?
MmCpn inh: -2%; HepG2 viability: 5%; Nrf2 ARE act: -0.7%; pAkt inh: inactive; TGFb SMAD3 inh: 5%; CCT modulator: -0.9; ATXN viability: inactive; A549 viability: 0%; Nrf2 block: 16%

What do the screens show for `Cc1cccc(C)c1NC(=O)N1CCCC1C(=O)Nc1ccc(-n2cnnn2)cc1` (stereo unspecified)?
MmCpn inh: 1%; HepG2 viability: 3%; Nrf2 ARE act: 0.1%; pAkt inh: inactive; TGFb SMAD3 inh: -15%; CCT modulator: -0.2; ATXN viability: inactive; A549 viability: 0%; Nrf2 block: 12%

Results for O=C1CN=C(Nc2ccccc2Cl)N1c1ccccc1 ?
MmCpn inh: 0%; HepG2 viability: 4%; Nrf2 ARE act: 0.0%; pAkt inh: inactive; TGFb SMAD3 inh: 0%; CCT modulator: -0.2; ATXN viability: inactive; A549 viability: -1%; Nrf2 block: 8%

The last two records of the part above are carried over, then new ones follow:
What do the screens show for `Cc1cccc(C)c1NC(=O)N1CCCC1C(=O)Nc1ccc(-n2cnnn2)cc1` (stereo unspecified)?
MmCpn inh: 1%; HepG2 viability: 3%; Nrf2 ARE act: 0.1%; pAkt inh: inactive; TGFb SMAD3 inh: -15%; CCT modulator: -0.2; ATXN viability: inactive; A549 viability: 0%; Nrf2 block: 12%

Results for O=C1CN=C(Nc2ccccc2Cl)N1c1ccccc1 ?
MmCpn inh: 0%; HepG2 viability: 4%; Nrf2 ARE act: 0.0%; pAkt inh: inactive; TGFb SMAD3 inh: 0%; CCT modulator: -0.2; ATXN viability: inactive; A549 viability: -1%; Nrf2 block: 8%

Results for CCOc1ccc(NC(=O)CCN2CCN(S(=O)(=O)c3ccc(OC)cc3)CC2)cc1 ?
MmCpn inh: 1%; HepG2 viability: 0%; Nrf2 ARE act: -0.7%; TGFb SMAD3 inh: -4%; CCT modulator: -4.0; ATXN viability: inactive; A549 viability: -13%; Nrf2 block: inconclusive

What do the screens show for `COCC(=O)Nc1cc(C)cn(Cc2ccccc2Cl)c1=O`?
MmCpn inh: 0%; HepG2 viability: -11%; Nrf2 ARE act: -0.4%; pAkt inh: inactive; TGFb SMAD3 inh: 12%; CCT modulator: -2.5; ATXN viability: inactive; A549 viability: -1%; Nrf2 block: 5%

Results for Fc1ccc(N2N=C(c3cccs3)CC2c2ccco2)c(F)c1 (stereo unspecified) ?
MmCpn inh: -7%; HepG2 viability: -17%; Nrf2 ARE act: -0.8%; pAkt inh: inactive; TGFb SMAD3 inh: 0%; CCT modulator: -1.9; ATXN viability: inactive; A549 viability: -3%; Nrf2 block: -19%

How did CCOc1ccc(NC(=O)CSc2ccc(-c3ccco3)nn2)cc1 do in these assays?
MmCpn inh: -15%; HepG2 viability: 25%; Nrf2 ARE act: 9.4%; pAkt inh: inactive; TGFb SMAD3 inh: -8%; CCT modulator: 0.1; ATXN viability: inactive; A549 viability: -4%; Nrf2 block: inconclusive

How did CCC1S/C(=C(\C#N)C(N)=O)N(c2ccc(F)cc2)C1=O (stereo unspecified) do in these assays?
MmCpn inh: -1%; HepG2 viability: 0%; Nrf2 ARE act: -0.6%; pAkt inh: inactive; TGFb SMAD3 inh: 7%; CCT modulator: 1.2; ATXN viability: inactive; A549 viability: 10%; Nrf2 block: 27%

Results for Cc1ccc(C(=O)N2CCN(c3cnn(C)c(=O)c3Cl)CC2)cc1 ?
MmCpn inh: 0%; HepG2 viability: -4%; Nrf2 ARE act: -0.6%; pAkt inh: inactive; TGFb SMAD3 inh: 25%; CCT modulator: 0.9; ATXN viability: inactive; A549 viability: 6%; Nrf2 block: -29%

How did CC(=O)Oc1ccccc1C(=O)C=Cc1cccc([N+](=O)[O-])c1 do in these assays?
HepG2 viability: -31%; Nrf2 ARE act: inconclusive; pAkt inh: inactive; TGFb SMAD3 inh: 7.1µM*; CCT modulator: 0.8; A549 viability: 2%; Nrf2 block: 3%

What do the screens show for `COc1cc(C2OCC3C(c4ccc(OC5OC(CO)C(O)C(O)C5O)c(OC)c4)OCC23)ccc1O` (stereo unspecified)?
HepG2 viability: 0%; Nrf2 ARE act: -0.1%; pAkt inh: inactive; TGFb SMAD3 inh: 1%; CCT modulator: -0.9; ATXN viability: inactive; A549 viability: 2%; Nrf2 block: 3%
